Screening data deposited in PubChem BioAssay by National Center for Advancing Translational Sciences (NCATS).
LmPK inhibitor = qHTS Assay for Inhibitors of Leishmania Mexicana Pyruvate Kinase (LmPK). Q27686. purified LmPK, Kinase-Glo ATP luminescence, 1 h. Potency, µM (top dose mostly 57.5 µM), without a hit: at the top dose activity change, negative = inhibition, hits mostly inhibitors. 290,000 compounds, 0.37% hits. AID 1721, 2009; further: potency means the concentration at half of the fitted maximal effect
Target sequence (Q27686 whole entry, looked up): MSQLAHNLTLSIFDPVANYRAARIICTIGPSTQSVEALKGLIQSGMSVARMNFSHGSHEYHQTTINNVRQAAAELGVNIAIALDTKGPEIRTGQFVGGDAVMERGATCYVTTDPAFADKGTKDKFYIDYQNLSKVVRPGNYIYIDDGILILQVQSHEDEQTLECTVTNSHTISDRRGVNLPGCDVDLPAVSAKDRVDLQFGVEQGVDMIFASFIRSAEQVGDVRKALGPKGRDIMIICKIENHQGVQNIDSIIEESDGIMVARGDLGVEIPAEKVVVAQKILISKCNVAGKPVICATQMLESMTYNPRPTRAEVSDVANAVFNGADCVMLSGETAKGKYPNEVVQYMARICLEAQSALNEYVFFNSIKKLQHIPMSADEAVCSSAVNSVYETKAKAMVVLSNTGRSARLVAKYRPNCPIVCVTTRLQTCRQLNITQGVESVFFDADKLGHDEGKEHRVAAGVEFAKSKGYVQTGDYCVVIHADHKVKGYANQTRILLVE
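Screened at intermediate enzyme activity to detect both inhibitors and activators: LmPK at 0.1 nM, with a 0.5 nM enzyme column as activation reference. PEP 0.5 mM, ADP 0.1 mM; ATP detected by luminescence after 1 h.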
AmpC inh no detg = qHTS Inhibitors of AmpC Beta-Lactamase (assay without detergent) | 330,000 compounds, 0.52% hits | AmpC nitrocefin hydrolysis, absorbance 480 nm, 0.0001% Triton | Potency, µM (highest dose often 57.1 µM), without a hit: at the highest dose activity change, negative = inhibition, usual class: inhibitors | P00811 | AID 485341, 2010;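 further: potency means the concentration at half of the fitted maximal effect; plate controls were no compound for no effect and no enzyme for full effect; nearly all actives have a fitted effect of over 20% in size; some results filed as inactive show a strong effect at the top dose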
Target sequence (P00811 whole entry, looked up): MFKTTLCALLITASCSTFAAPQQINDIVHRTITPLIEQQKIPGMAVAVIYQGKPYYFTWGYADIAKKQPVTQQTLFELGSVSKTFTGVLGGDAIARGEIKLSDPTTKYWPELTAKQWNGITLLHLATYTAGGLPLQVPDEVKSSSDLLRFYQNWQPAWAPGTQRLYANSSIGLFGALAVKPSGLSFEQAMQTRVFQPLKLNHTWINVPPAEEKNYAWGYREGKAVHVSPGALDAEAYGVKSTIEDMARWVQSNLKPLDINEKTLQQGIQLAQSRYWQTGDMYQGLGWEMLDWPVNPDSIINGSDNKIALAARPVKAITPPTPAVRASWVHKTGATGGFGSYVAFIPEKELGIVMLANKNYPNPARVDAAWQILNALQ
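20 mM phosphate pH 7.0 + 0.01% (detergent screen) or 0.0001% Triton X-100; 5.3 nM AmpC reagent; cpd preinc 15 min RT; nitrocefin (800 uM stock) to start; A480 q20 s × 4 min; Activity was normalised to no-enzyme and no-compound control wells.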
HCV inh = qHTS Assay for Inhibitors of Hepatitis C Virus (HCV); 340,000 compounds, 3.4% hits; Potency, µM (doses to about 41.8 µM), inactives show at the top dose activity change, negative = inhibition, actives largely listed as inhibitors; Huh7.5.1 HCVcc-Cre infection, luciferase reporter, 44 h; further: potency means the concentration at half of the fitted maximal effect
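Cells (1,000/well) were plated 4 h before compound, then infected with HCVcc-Cre virus (~0.5 moi). After 44 h further culture, infection was read as luciferase luminescence following a 15 min substrate incubation at room temperature.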
AMA1 RON2 block = qHTS for Inhibitors of AMA1-RON; Towards Development of Antimalarial Drug Lead: Primary Screen | Plasmodium falciparum AMA1 (3D7) - RON2 peptide interaction | AlphaScreen AMA1-biotinylated RON2 peptide binding | Potency, µM (top dose mostly 58.2 µM), for the others: top-dose activity change, negative = inhibition, actives largely listed as inhibitors | 360,000 compounds, 0.2% hits | AID 720542, 2013;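 further: potency means the concentration at half of the fitted maximal effect; 0% = vehicle wells and -100% = peptide control; nearly all actives have a fitted effect of over 45% in size; some results filed as inactive show a strong effect at the top dose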
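AMA1 (3D7) with his tag at 25 nM final met compounds first, then biotinylated RON2 peptide at 25 nM; detection used donor plus acceptor beads, 10 µg/mL apiece, read by AlphaScreen after 30 min at room temperature.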
AmpC inh detg = qHTS Inhibitors of AmpC Beta-Lactamase (assay with detergent) | P00811 | 370,000 compounds, 0.041% hits | AmpC hydrolysis of nitrocefin, absorbance 480 nm, 0.01% Triton | Potency, µM (highest dose often 114 µM), for the others: at the top dose activity change, negative = inhibition, most hits filed as inhibitors | AID 485294, 2010;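 further: potency means the concentration at half of the fitted maximal effect; 0% = no-compound wells and -100% = no-enzyme wells; nearly all actives have a fitted effect of over 25% in size; some results filed as inactive show a strong effect at the top dose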
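AmpC (5.3 nM in the dispensed reagent) in 20 mM phosphate pH 7.0 with 0.01% (detergent screen) or 0.0001% Triton X-100 was preincubated with compounds for 15 min at room temperature. Nitrocefin was then added from an 800 uM solution, and hydrolysis was followed at 480 nm.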
TbPYK inhibitor = qHTS of Trypanosoma Brucei Inhibitors. pyruvate kinase (Trypanosoma brucei), Q57TT1. TbPYK enzyme, Kinase-Glo Plus ATP luminescence, 45 min. Potency, µM (titrated, usually from 76.8 µM), for the others: at the highest dose activity, negative = inhibition, hits mostly inhibitors. 410,000 compounds, 0.12% hits. AID 624173, 2012; further: potency means the concentration at half of the fitted maximal effect; nearly all actives have a fitted effect of over 50% in size
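Luminescence from Kinase-Glo Plus, added after a 45-minute room-temperature reaction, served as the end-point read-out. The enzyme and substrate were preincubated with compound before ADP (130 uM final) initiated turnover. Concentration-effect curves came from normalized qHTS data.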
HCMV antiviral = qHTS Assay for inhibitors of the human cytomegalovirus (HCMV) | 410,000 compounds, 4.5% hits | activity change, negative = inhibition, % at 57.5 µM | HFF cells, HCMV-luciferase reporter, 72 h; hits give low values; in the data active means activity change below about -60%; inconclusive means no clear call, values can overlap the other calls; inactive means above about -39%
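Compounds were evaluated in HFFs infected with an HCMV luciferase reporter virus (MOI 1 PFU/cell). Luciferase in lysates collected 72 h post infection served as the replication measure.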
Active calls of the source: *; ? = inconclusive; · = no result given; & = joins results of further samples; [ ] = remark or other dose. Unless noted, the call rests on the fitted dose curve; in most records, active means well fitted curve in the direction sought with a large enough effect; inconclusive means small, poorly fitted or top-dose-only effect, or another doubt; inactive means no such curve, though single readings can be large; an effect the other way counts as inactive or inconclusive. Unless noted, on the % scale 0 is the no-effect control and ±100 the full control effect.

The opening four records, to show the layout:
SMILES	LmPK inhibitor	AmpC inh no detg	HCV inh	AMA1 RON2 block	AmpC inh detg	TbPYK inhibitor	HCMV antiviral
O=C(CCCC(=O)N(CC(=O)NC1CCCC1)c1cccc(F)c1)Nc1ccccn1	4.2%	11.3%	-0.4%	-1.8%	?	-6.1%	-7.6
CCO[C@@H]1OC(C(=O)N2CCN(C)CC2)=C[C@H](c2ccc(C(F)(F)F)cc2)[C@H]1CCCO	8.4%	149.2%[activator]	-22.7%	16.1%	1.2%	3.1%	-3.7
COC(=O)c1cnc(NCc2ccc(F)cc2)c2ccccc12	·	·	·	·	-5.2%	7.3%	-2.7
COc1ccc(NC(=S)Nc2cccc(Cl)c2Cl)cc1OC	-1.4%	-18.0%	-11.9%	17.1%	-11.4%	-2.9%	1.1

The listing (from the top)
SMILES	LmPK inhibitor	AmpC inh no detg	HCV inh	AMA1 RON2 block	AmpC inh detg	TbPYK inhibitor	HCMV antiviral
O=C(CCCC(=O)N(CC(=O)NC1CCCC1)c1cccc(F)c1)Nc1ccccn1	4.2%	11.3%	-0.4%	-1.8%	?	-6.1%	-7.6
CCO[C@@H]1OC(C(=O)N2CCN(C)CC2)=C[C@H](c2ccc(C(F)(F)F)cc2)[C@H]1CCCO	8.4%	149.2%[activator]	-22.7%	16.1%	1.2%	3.1%	-3.7
COC(=O)c1cnc(NCc2ccc(F)cc2)c2ccccc12	·	·	·	·	-5.2%	7.3%	-2.7
COc1ccc(NC(=S)Nc2cccc(Cl)c2Cl)cc1OC	-1.4%	-18.0%	-11.9%	17.1%	-11.4%	-2.9%	1.1
Cc1cc(NC(=O)Cn2c(=O)n(CCCCC(=O)NC3CCN(Cc4ccccc4)CC3)c(=O)c3ccccc32)n[nH]1	5.7%	1.0%	·	·	0.7%	·	-23.8
CN(C)CCCNC(=O)N1c2ccccc2Sc2ccccc21	-5.5%	217.6%[activator]	?	-0.6%	-5.7%	-1.7%	53.1
CCCCn1c(=O)c(C(=O)OCC)c(O)c2ccccc21	1.8%	-17.1%	-7.9%	18.3%	5.7%	-1.1%	-9.0
CC(C)c1nn2c(=O)cc(CSc3ccccc3NC(=O)c3ccccc3F)nc2s1	-1.8%	105.4%[activator]	18.7%	12.9%	3.4%	1.8%	13.1
COc1cc2c(cc1OC)CN(CC(=O)Nc1ccc(C#N)cc1)CC2	2.4%	-8.1%	-4.1%	0.0%	3.0%	-3.8%	4.4
COc1ccc(NC(=O)CCn2ccnc2)c(OC)c1	-3.7%	-8.1%	9.5%	-6.0%	0.6%	4.5%	?
COc1ccccc1N1CCN(c2ccc(=O)n(CC(=O)NCc3ccc(F)cc3)n2)CC1	·	·	·	·	-12.0%	3.3%	-0.8
O=C(NNCC(O)COc1ccccc1)c1ccccc1 (stereo not drawn)	4.2%	26.6%[2.29 µM]	-1.8%	14.8%	-14.5%	-5.2%	-18.6
COc1ccc(C(=O)N2CC(=O)Nc3ccc(F)cc3C2c2ccc(F)cc2)c(OC)c1 (stereo not drawn)	·	·	·	·	6.9%	-9.3%	3.1
O=C(NC1CCCCC1)NC1CC2CCCC(C1)N2C1CCCC1 (stereo not drawn)	1.9%	-40.4%	-16.7%	-5.3%	-3.8%	2.1%	46.2
CC[C@@H](C)[C@H](NC(=O)CCc1c(C)c2cc3c4c(oc3c(C)c2oc1=O)CCCC4)C(=O)O	5.6%	75.7%[activator]	8.8%	-3.8%	-4.6%	7.6%	-33.8
Cc1nn(C(=O)c2cccnc2)c(C)c1C	-7.6%	-3.6%	23.3%	-2.6%	?	-1.7%	-4.0
COC(=O)c1cn(C(=O)OC)c2ccccc12	-2.8%	-12.5%	5.62µM*	-15.5%	3.3%	0.5%	7.5
CN(C)CCOc1ccccc1C(C)(C)C	-16.6%	1.0%	-7.2%	-23.2%	-0.6%	8.3%	21.4
Cc1nnc(NC(=O)Nc2cccc(Cl)c2)s1	-1.5%	-31.8%	?	-4.5%	4.9%	-11.2%	27.8
Cc1ccc2nsnc2c1NC(=O)c1ccccc1[N+](=O)[O-]	-4.6%	-10.7%	10.3%	-3.3%	1.7%	-4.2%	?
CCc1nnc(NC(=O)CN2CCN(CC)CC2)s1	-2.5%	-13.8%	15.2%	16.7%	-0.5%	-0.8%	11.6
Cc1c(O)ccc2c(CC(=O)N[C@@H](Cc3ccc(O)cc3)C(=O)O)cc(=O)oc12	-3.0%	-39.4%	9.8%	0.0%	1.4%	-1.2%	-31.8
O=C1/C(=C/c2ccc([N+](=O)[O-])cc2)C=C(c2ccccc2)N1c1ccccc1	-7.9%	-28.7%	3.4%	-11.0%	-1.0%	2.6%	-20.9
COc1cc(NC(=O)c2cccs2)c(OC)cc1NC(=O)Cc1ccccc1	4.5%	-6.2%	35.5µM*	-21.6%	5.2%	-0.8%	-8.4
CC1(C)c2[nH]c3ccccc3c2C[C@H]2C(=O)N(CCCO)CC(=O)N21	-0.9%	-6.8%	12.7%	-4.9%	-2.3%	-5.0%	-11.4

Going on with the list:
SMILES	LmPK inhibitor	AmpC inh no detg	HCV inh	AMA1 RON2 block	AmpC inh detg	TbPYK inhibitor	HCMV antiviral
O=C(Nc1cc(Cl)ccc1N1CCCC1)C1=COCCO1	·	-13.4%	?	-6.9%	6.0%	25.1%	-8.3
Cc1ccc(C(=O)COC(=O)CCCC(=O)NC2CCCCC2)cc1[N+](=O)[O-]	-4.1%	35.4%	-15.7%	-13.6%	9.3%	7.3%	20.2
Cc1ccccc1Nc1nc(Cl)c(C=O)s1	9.1%	-33.3%	5.2%	14.2%	0.3%	1.2%	-24.2
Cc1cc(NC(=O)c2ccc3c(c2)OCCO3)cc(-c2nc3ccccc3o2)c1O	·	·	·	·	-3.0%	1.0%	0.9
COc1ccc(-n2c(Cc3cc(=O)[nH]c(=O)[nH]3)nnc2SCc2ccccc2)cc1	1.1%	-3.0%	14.1%	36.2%	-7.1%	-5.3%	·
CC(C)(C)C(=O)O/N=C1/C(=O)N(c2ccccc2)c2ccccc21	2.0%	-37.7%	3.3%	-0.7%	?	3.2%	-19.0
COc1ccc(CNC(=O)CSCc2cnn(-c3ccccc3)c2-n2cccc2)cc1	3.2%	-3.5%	-9.2%	-10.1%	-12.2%	-9.4%	2.7
COc1ccc(CNC(=O)CC(C)CC2=NS(=O)(=O)c3ccccc3N2)cc1 (stereo not drawn)	-5.0%	-16.9%	-5.5%	0.2%	?	-1.3%&1.9%	-0.5&-0.7
Cc1ccc(Cn2c(=N)c(C(=O)NCC3CCCO3)cc3c(=O)n4ccccc4nc32)cc1 (stereo not drawn)	2.6%	-11.4%	?	28.3%	?	-2.4%	-8.7
CC(C)(C)c1ccc(/C=N/N2C(=O)CSC2=S)cc1	3.7%	-51.4%	9.5%	31.8%[activator]	?	-5.3%	-33.2
Cc1ccc(Cl)cc1NC(=O)CN1C(=O)COc2ccc(S(=O)(=O)N3CCOCC3)cc21	13.1%	-0.4%	17.5%	11.0%	-2.6%&-7.0%	1.4%&1.2%	-2.3&80.3
CCc1cnc2c(c1SCC(=O)c1ccccc1)c(=O)n(C)c(=O)n2C	·	·	·	·	-1.9%	-10.8%	-3.5
COc1ccc(Cc2c(C3CCCCC3)nc3c4ccccc4ccn23)c(C)c1	·	·	·	1.4%	·	-2.8%	-3.6
Cc1ccc(C)n1NC(=O)c1ccccc1Cl	-3.7%	-8.8%	2.2%	-0.2%	?	-0.1%	10.1
O=C(CCNC(=O)c1ccc(Br)cc1)NCc1ccco1	·	-8.6%	?	0.0%	0.4%	0.6%	7.1
O=C(Cn1cnc2cc([N+](=O)[O-])ccc2c1=O)NCc1ccccc1	4.1%	98.6%[activator][2.29 µM]	1.4%	1.2%	?	2.9%	-2.2
Cc1nc([N+](=O)[O-])cn1-c1ccc(N)cc1	-3.7%	-32.0%	-3.7%	7.6%	-5.0%	-12.4%	-21.2
CC(=O)Nc1ccc(C(=O)CSc2nnc(-c3ccccc3F)n2CCc2ccccc2)cc1	·	·	-27.1%	3.1%	·	?	-10.0
O=C(O)C1CCCN1c1nc(-c2ccc(Cl)c(Cl)c2)cc(C(F)(F)F)n1 (stereo not drawn)	·	-21.7%	?	5.4%	-4.4%	-0.8%	0.0
Cc1cc(C)cc(NC(=O)N2CCC(CN3CCCCCC3)CC2)c1	·	·	·	·	-2.0%	2.4%	-0.3
CCN1C(=O)[C@@H]2[C@@H](c3ccc(-c4ccc(F)cc4)c(OC)c3)N3CCCC[C@@]3(C(=O)OC)[C@@H]2C1=O	·	67.4%[activator]	?	-12.0%	-2.0%	-5.1%	?
COc1ccc(Cn2nnc(C(=O)Nc3ccc4c(c3)OCCO4)c2N)cc1Br	-5.3%	-26.3%	3.5%	0.0%	0.5%	-2.0%	54.1
CCCC(=O)n1nc(-c2ccco2)nc1N	-3.1%	-12.2%	-5.2%	-3.9%	?	-6.7%	-25.5
[O-][n+]1cccc(C(O)c2ccccc2)c1 (stereo not drawn)	-3.2%	1.5%	11.8%	-2.3%	-12.2%	-18.5%	14.4
O=[N+]([O-])c1ccc(S(=O)(=O)NCC(c2cccnc2)N2CCOCC2)cc1 (stereo not drawn)	-2.4%[11.5 µM]	-13.1%	4.2%	11.0%	-0.9%	5.2%	-29.9
Cc1c(C(=O)N2CCCC(C)(C(=O)NS(=O)(=O)C3CC3)C2)oc2ccccc12 (stereo not drawn)	·	·	·	-1.5%	·	-1.6%	25.1
CC(C)(C)NC(=O)C(c1ccc(F)cc1)N(Cc1ccco1)C(=O)CCC(=O)Nc1nccs1 (stereo not drawn)	5.8%	17.5%	14.0%	-1.2%	-0.2%	5.8%	-8.4
CCCC(=O)Nc1cccc(S(=O)(=O)N(C)c2ccccc2)c1	2.4%	-28.7%	?	9.0%	-13.5%	-4.2%	2.2
C/C(=C\C(=O)c1ccc(Br)cc1)NCc1ccc(C)cc1	11.4%	-23.2%	-21.0%	46.2%[activator]	4.9%	-8.3%	?
C=CCn1c(N)c(C(=O)NCC2CCCO2)c2nc3ccccc3nc21 (stereo not drawn)	0.7%	139.9%[activator]	?	21.7%	-6.1%	0.0%	-6.0

Compounds were not picked by outcome; any-hit rate near 7.5%.
